p53null 32C tox: p53 null cell cytotoxicity, permissive temperature. actives 0.62% (n = 55,000). Potency, µM (highest dose often 46.1 µM), for the others: top-dose activity change, negative = cytotoxicity, most hits filed as cytotoxic. H1299-neo p53 null cells, ATP luminescence, 24 h, 32C;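 note: potency is the fitted concentration of half-maximal effect; 0% = DMSO only and -100% = full killing by 100 µM tamoxifen; nearly all actives have a fitted effect of over 55% in size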
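We seeded p53-null H1299-neo cells, incubated them overnight at 37C, and added compounds across a range up to 46 uM. After 24 hours at 32C, ATP reagent was applied for 20 min at room temperature and luminescence recorded.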
B2AR arrestin ag: agonists recruiting beta-arrestin to human beta2-adrenergic receptor; 44,000 tested, under 10 active; P07550; HTLA Tango cells, beta-arrestin recruitment, luciferase luminescence, 18 h; AID 1347077; Potency, µM (series often up to 46.1 µM), for inactives: top-dose activation, usual class: activators;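 note: potency is the fitted concentration of half-maximal effect; 0% = DMSO and full agonism = EC100 isoproterenol or metaproterenol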
Target sequence (P07550 whole entry, looked up): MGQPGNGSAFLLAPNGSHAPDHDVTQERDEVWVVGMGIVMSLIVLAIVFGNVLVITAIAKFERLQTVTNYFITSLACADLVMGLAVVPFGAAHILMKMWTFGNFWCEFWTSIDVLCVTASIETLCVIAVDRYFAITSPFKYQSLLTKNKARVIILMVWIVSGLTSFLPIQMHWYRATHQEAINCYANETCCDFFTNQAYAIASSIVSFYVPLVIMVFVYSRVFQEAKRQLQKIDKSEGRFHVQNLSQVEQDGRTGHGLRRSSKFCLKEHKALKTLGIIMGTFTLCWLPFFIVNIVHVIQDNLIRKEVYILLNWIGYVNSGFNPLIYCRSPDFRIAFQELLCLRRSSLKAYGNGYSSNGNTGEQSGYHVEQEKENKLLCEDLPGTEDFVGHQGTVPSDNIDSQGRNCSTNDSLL
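Receptor–beta-arrestin recruitment read by tTA-responsive luciferase: compound titrations (up to 46 µM) incubated 18 h with Tango cells, then luminescent substrate 15 min at room temperature. Concentration-response fits classified by r2, efficacy and activity.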
TSG101-PTAP inh: blocks PTAP binding to human TSG101, validation | Fluorescence polarization, FITC-PTAP peptide/Tsg101, 20 min | Potency, µM (series often up to 115 µM), for inactives: at the top dose activity change, negative = inhibition, most hits filed as inhibitors | 44,000 tested, under 10 active; note: potency is the fitted concentration of half-maximal effect; 0% is about no effect
Target sequence (Q99816 whole entry, looked up): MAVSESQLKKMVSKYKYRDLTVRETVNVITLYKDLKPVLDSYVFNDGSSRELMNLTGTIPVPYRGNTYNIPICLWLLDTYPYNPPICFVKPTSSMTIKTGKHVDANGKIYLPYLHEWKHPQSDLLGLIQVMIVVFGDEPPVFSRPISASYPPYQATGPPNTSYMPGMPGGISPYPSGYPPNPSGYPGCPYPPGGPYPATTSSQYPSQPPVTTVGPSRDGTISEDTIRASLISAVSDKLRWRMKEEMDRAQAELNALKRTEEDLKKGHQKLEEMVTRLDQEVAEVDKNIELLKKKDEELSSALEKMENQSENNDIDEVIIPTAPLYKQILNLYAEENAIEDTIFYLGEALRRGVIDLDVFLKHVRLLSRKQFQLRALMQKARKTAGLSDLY
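The Tsg101 binding domain, at 10 uM final, is mixed with compound and a FITC peptide bearing the PTAP motif (50 nM final). After 20 min at r.t., polarization is measured; actives defined by CRC class, efficacy cut-off 60% inhibition.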
p53null 39C kill: selectivity test: cytotoxicity in p53 null cells, nonpermissive temperature | H1299 p53-null (neo) cells, 39C, ATPlite viability, 24 h | Potency, µM (highest dose often 46.1 µM), without a hit: top-dose activity, negative = cell killing, actives largely listed as cytotoxic | actives 0.97% (n = 55,000) | AID 904;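 note: potency is the fitted concentration of half-maximal effect; 0% = DMSO only and -100% = full killing by 100 µM tamoxifen; nearly all actives have a fitted effect of over 50% in size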
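Temperature-shift cytotoxicity format: compound titrations on p53-null or A138V-expressing H1299 cells held 24 hr at 39C, cell ATP then measured, AC50 from Hill model.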
GALK inhibitor: GALK (human) enzyme inhibition; P51570; recombinant GALK, Kinase-Glo ATP luminescence, 1 h; Potency, µM (series often up to 57.5 µM), inactives show top-dose activity, negative = inhibition, hits mostly inhibitors; 44,000 tested, under 10 active; AID 1347072;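 note: plate controls were full GALK reaction for no effect and reaction lacking GALK for full effect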
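5 nM GALK with 35 µM ATP and 100 µM galactose in HEPES pH 8.0, MgCl2, NaCl, DTT, BSA; 1 h RT reaction, remaining ATP detected by Kinase-Glo Plus luminescence after 10 min; qHTS concentration series.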
NTMT1 inh: NTMT1 methyltransferase inhibition; NTMT1 MTase-Glo SAH luminescence, purified enzyme; Potency, µM (top dose mostly 114 µM), without a hit: at the highest dose activity change, negative = inhibition, actives largely listed as inhibitors; actives 2.5% (n = 59,000);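 note: potency is the fitted concentration of half-maximal effect; plate controls were DMSO vehicle for no effect and no enzyme for full effect; nearly all actives have a fitted effect of over 65% in size; many of its hits are not listed in these tables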
Target sequence (Q9BV86 whole entry, looked up): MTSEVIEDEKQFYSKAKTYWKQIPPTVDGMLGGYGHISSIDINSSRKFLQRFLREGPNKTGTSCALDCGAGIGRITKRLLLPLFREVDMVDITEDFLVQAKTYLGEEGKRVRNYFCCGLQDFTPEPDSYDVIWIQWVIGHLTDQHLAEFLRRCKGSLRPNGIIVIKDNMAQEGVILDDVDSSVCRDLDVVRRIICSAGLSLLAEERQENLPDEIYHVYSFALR
FH mod: Identification of activators of human fumarate hydratase by quantitative high-throughput screening; actives 0.22% (n = 54,000); FH coupled MDH/diaphorase resazurin fluorescence, 15 min; Potency, µM (titrated, usually from 79.9 µM), for the others: at the top dose activity change, negative = inhibition, hits mostly inhibitors; Fumarate hydratase, mitochondrial (Homo sapiens), P07954; AID 1347055, 2019; note: potency is the fitted concentration of half-maximal effect; % is set by controls: 0 for no effect and ±100 for the full control effect; the screen sought activators but most active calls are inhibition curves; nearly all actives have a fitted effect of over 45% in size
Starred values were filed as active, the others as inactive; ? = inconclusive; · = no result given; [ ] = dose if it differs, or a comment. Calls come from the whole dose curve; as a rule, active = well fitted curve in the direction sought with a large enough effect; inconclusive = small, poorly fitted or top-dose-only effect, or another doubt; inactive = no such curve, though single readings can be large; an effect the other way counts as inactive or inconclusive.

Fields – p53null 32C tox, B2AR arrestin ag, TSG101-PTAP inh, p53null 39C kill, GALK inhibitor, NTMT1 inh, FH mod
Cc1cccc(N2CCN(C(=O)c3ccc4c(c3)N(Cc3cccc(Cl)c3)C(=O)c3ccccc3S4=O)CC2C)c1 (centres undefined)
  20%, 0%, 2%, -5%, -1%, 6%, ?
Fc1cccc(-c2nnn3c2nc(NCc2ccc4c(c2)OCO4)c2ccccc23)c1
  -2%, 1%, 1%, -20%, -3%, -20%, 0%
O=C(Nc1ccc(F)cc1)c1ncn(-c2ccccc2)n1
  ?, ?, 1%, 32µM*, 3%, -15%, 6%
CCCCSCCCNC(=O)c1cn(CC)c2ccc(S(=O)(=O)N3CCOCC3)cc2c1=O
  8%, 1%, -1%, -12%, 0%, ?, ?
COc1ccc(CNC(=O)c2ccc3c(c2)nc2n3CCCCC2)cc1
  ?, 1%, -3%, -57%, 0%, -3%, -12%
Cc1ccc(CNC(=O)CN(C)S(=O)(=O)c2ccc(Br)s2)cc1
  -4%, 0%, 1%, -21%, 3%, 0%, -14%
CCOc1cc(CNCCSc2nnnn2-c2ccccc2)ccc1OC
  -5%, -3%, -2%, -10%, 3%, -11%, -9%
O=C(NC1CC(=O)N(c2ccc(F)cc2)C1)c1ccc(S(=O)(=O)N2CCOCC2)cc1 (centres undefined)
  1%, -3%, -1%, 37%[activator], 3%, -22%, 4%
Cc1ccc(NS(=O)(=O)c2ccc3c(c2)[C@H]2C=CC[C@H]2[C@@H](c2ccc(F)cc2)N3)cc1C
  2%, -2%, -9%, 30%[activator], 3%, 16%, -2%
Cc1cccc(Cn2c(SCc3ccc(C(=O)N4CCC(C)CC4)cc3)nc3ccncc32)c1
  13%, -3%, 0%, -6%, 0%, -1%, -22%
Cc1ccc(C)c(CNC(=O)C2CCCCN2S(=O)(=O)c2ccc(F)cc2)c1 (centres undefined)
  2%, 1%, 7%, -7%, -1%, ·, ·
CCc1ccc(C2=C(C)C(N3CCC(C(=O)Nc4cccc(OC)c4)CC3)=NS2(=O)=O)cc1
  -8%, -1%, 3%, -8%, 1%, 4%, 2%
COc1ccc(NC(=O)CSc2nc(-c3cccs3)cc(C(F)(F)F)n2)cc1OC
  -28%, 1%, 3%, 17%, 2%, 5%, -8%
CCOc1ccc2c(c1)c(=O)c(C(=O)c1ccc3c(c1)OCO3)cn2Cc1ccc(F)cc1
  5%, 8%, 1%, -20%, 0%, 5%, -8%
Cc1ccc(NC(=O)c2ccc(CN3CC(=O)N4CCCCC4C3=O)cc2)cc1 (centres undefined)
  -6%, 0%, 0%, -10%, -3%, -6%, -13%
CCCN1CCN(CCCNC(=O)c2cc3c(s2)-c2ccccc2OC3)CC1
  -9%, 0%, -12%, ?, ?, ?, 8%
O=C(Nc1cccc(Cl)c1)Nc1ccccc1OCc1cc(=O)n2ccccc2n1
  -22%, -1%, -3%, -14%, 1%, ?, -5%
COC(=O)c1ccc(NC(=O)CC2C(=O)N(c3cccc(C)c3)C(=O)N2C2CCCC2)cc1 (centres undefined)
  -9%, 0%, -2%, -5%, 3%, ·, ·
COc1cc(S(=O)(=O)n2ccnc2C(C)C)ccc1Br
  2%, 0%, -2%, -20%, 0%, 11%, 6%
CCOC(=O)c1ccccc1Nc1nc2ccc(C)cc2n2nnnc12
  -9%, -2%, -6%, -13%, 2%, -9%, 11%
CCOc1ccc(NC(=O)CSc2oc(-c3ccc(C)cc3)nc2S(=O)(=O)c2ccc(C)cc2)cc1
  13µM*, 1%, 2%, 13µM*, 6%, ?, -16%
Cc1cc2[nH]c(=O)c(=O)[nH]c2cc1S(=O)(=O)N1CCN(c2cccc(Cl)c2)CC1
  7%, -1%, -1%, -9%, -4%, ?, ?
CCC1Oc2ccccc2N(CC(=O)NCc2ccccc2)C1=O (centres undefined)
  -2%, 0%, -4%, -2%, 0%, 4%, 3%
CCOc1ccc(-c2cc3c(=O)n(CC(=O)NCc4ccc(C)cc4)ccn3n2)cc1
  -8%, 0%, -9%, 5%, 1%, -6%, 4%
CCOC(=O)c1ccc(-c2ccc(/C=C(\C#N)C(=O)Nc3c(C)cccc3Cl)o2)cc1
  -1%, 6%, -12%, -7%, 0%, -4%, ?
CCC(C)NC(=O)c1ccc2c(c1)sc1nc(-c3ccc(OC)cc3)cn12 (centres undefined)
  2%, 0%, 0%, -11%, 0%, 8%, -3%
COc1ccc(CNC(=O)c2cc(=O)c3cc(C)ccc3o2)cc1
  -4%, 1%, 4%, -6%, -11%, ?, 9%
Cc1ccc(C)c(NC(=O)Cn2c(SCC(=O)NCc3ccccc3)nc3ccccc32)c1
  -2%, 0%, -1%, -12%, -3%, -5%, -5%
CCCc1cc(=O)n2[nH]c(-c3ccc(C)cc3)nc2n1
  ?, 1%, 0%, -31%, 2%, 14%, 3%
CCc1ccc(C(=O)c2cn(CC(=O)Nc3ccc(F)cc3)c3cc4c(cc3c2=O)OCO4)cc1
  18%, 1%, 7%, 6%, 6%, 27%, -23%
Cc1ccc(-n2c(=O)c3cccnc3n2CC(=O)NCc2ccc(F)cc2)cc1C
  40%[activator], 1%, -5%, 26%, 1%, -3%, -19%
CCOC(=O)C1CCN(c2c(C(=O)c3ccc(OCC)cc3)cnc3ccc(OC)cc23)CC1
  16%, 0%, 2%, 26%, -3%, 4%, ?
Cc1cc(=O)n2nc(N3CCC(C(=O)NCc4ccccc4Cl)CC3)sc2n1
  -4%, -3%, 1%, -22%, 7%, -3%, -5%
Cc1cccc(-n2c(SCC(=O)Nc3ccccc3C)nc3c(oc4ccccc43)c2=O)c1
  1%, ?, -6%, 5%, 6%, 23%, -7%
CC(=O)N1CCc2cc(Br)cc(S(=O)(=O)N3CCC(C(=O)N(C)c4cc(C)ccc4C)CC3)c21
  2%, 1%, -1%, -23%, 0%, 10%, 2%
COC(=O)c1ccc(NC(=O)N2CCc3c([nH]c4ccccc34)C2c2ccc(C)cc2)cc1 (centres undefined)
  9%, -2%, 6%, 9%, 4%, 7%, -14%
Cc1ccc2cc(CN(C(=O)c3cccc(Cl)c3)c3ccccc3)c(=O)[nH]c2c1
  6%, 1%, -8%, 38%[activator], 0%, 10%, -3%
CCCc1cc(=O)n2c(C(=O)Nc3ccc(OCC)cc3)c(C(=O)Nc3ccc(C)cc3)sc2n1
  -1%, -1%, 1%, -18%, 9%, ·, ·
CCOc1ccc(NC(=O)c2c(NC(=O)c3cccc(C)c3)sc3c2CCC3)cc1
  -2%, 1%, 2%, -4%, 0%, 10%, -16%
Cc1ccc(-c2cc(C(=O)OCC(=O)c3ccccc3)c3cccc(Cl)c3n2)cc1
  -4%, -2%, -7%, 10%, -1%, 4%, 0%
CCOc1ccc(CNC(=O)C2CCCN(S(=O)(=O)c3ccc4c(ccn4C)c3)C2)cc1 (centres undefined)
  1%, 0%, 1%, -24%, 0%, 14%, -8%
CCC(=O)N1CCc2cc(S(=O)(=O)NC(Cc3ccccc3)C(=O)Nc3ccc(Cl)cc3)ccc21 (centres undefined)
  8%, 0%, -1%, -17%, 0%, 7%, 1%
O=C(Cn1cnc2nc3c(cc2c1=O)CCCC3)N1CCN(c2cccc(C(F)(F)F)c2)CC1
  -1%, 0%, 2%, -2%, -1%, 1%, -4%
Cc1cccc(NC(=O)CSC2=Nc3ccccc3C3=NC(CC(=O)NCc4cccs4)C(=O)N23)c1 (centres undefined)
  12%, -2%, -4%, -10%, -6%, -4%, ?
COc1cc2c(cc1OC)n(CC(=O)Nc1ccccc1)c(=O)n1nc(-c3ccccc3)nc21
  6%, 0%, -3%, -3%, -2%, -10%, 4%

Another view of some results above.
CCCc1cc(=O)n2c(C(=O)Nc3ccc(OCC)cc3)c(C(=O)Nc3ccc(C)cc3)sc2n1
  p53null 32C tox: -1%	B2AR arrestin ag: -1%	TSG101-PTAP inh: 1%	p53null 39C kill: -18%	GALK inhibitor: 9%	NTMT1 inh: ·	FH mod: ·
CCOc1ccc(NC(=O)c2c(NC(=O)c3cccc(C)c3)sc3c2CCC3)cc1
  p53null 32C tox: -2%	B2AR arrestin ag: 1%	TSG101-PTAP inh: 2%	p53null 39C kill: -4%	GALK inhibitor: 0%	NTMT1 inh: 10%	FH mod: -16%
Cc1ccc(-c2cc(C(=O)OCC(=O)c3ccccc3)c3cccc(Cl)c3n2)cc1
  p53null 32C tox: -4%	B2AR arrestin ag: -2%	TSG101-PTAP inh: -7%	p53null 39C kill: 10%	GALK inhibitor: -1%	NTMT1 inh: 4%	FH mod: 0%
CCOc1ccc(CNC(=O)C2CCCN(S(=O)(=O)c3ccc4c(ccn4C)c3)C2)cc1 (centres undefined)
  p53null 32C tox: 1%	B2AR arrestin ag: 0%	TSG101-PTAP inh: 1%	p53null 39C kill: -24%	GALK inhibitor: 0%	NTMT1 inh: 14%	FH mod: -8%

New compounds follow:
Fields – p53null 32C tox, B2AR arrestin ag, TSG101-PTAP inh, p53null 39C kill, GALK inhibitor, NTMT1 inh, FH mod
CCOC(=O)c1c(SCC(=O)Nc2cc(Cl)cc(Cl)c2)nc(=O)[nH]c1C
  -3%, 0%, -4%, -14%, -4%, -2%, 0%
CCCS(=O)(=O)N1CCCC(C(=O)NCCOC)C1 (centres undefined)
  2%, 1%, -3%, 10%, 2%, 19%, 11%
O=C(CCn1c(=O)c2sccc2n(Cc2ccc(F)cc2)c1=O)NCc1ccc2c(c1)OCO2
  -4%, 1%, 0%, 11%, 1%, -9%, -10%
COc1cc(-c2nc3nc(C)cc(C)n3c2Nc2ccc(Cl)cc2)ccc1O
  -2%, -2%, 29%, ?, 2%, 11%, -12%
COc1ccc(-c2cc(C(F)(F)F)n3nc(C(=O)Nc4cccc(C(F)(F)F)c4)c(Br)c3n2)cc1
  3%, 0%, 2%, 3%, -1%, 3%, 3%

Whole records, looked up by structure. Order of values: p53null 32C tox	B2AR arrestin ag	TSG101-PTAP inh	p53null 39C kill	GALK inhibitor	NTMT1 inh	FH mod
O=C(CCn1c(=O)c2sccc2n(Cc2ccc(F)cc2)c1=O)NCc1ccc2c(c1)OCO2 across the screens: -4%	1%	0%	11%	1%	-9%	-10%
COc1cc(-c2nc3nc(C)cc(C)n3c2Nc2ccc(Cl)cc2)ccc1O across the screens: -2%	-2%	29%	?	2%	11%	-12%

In the list so far, two have a furan ring, fused or not:
Fields – p53null 32C tox, B2AR arrestin ag, TSG101-PTAP inh, p53null 39C kill, GALK inhibitor, NTMT1 inh, FH mod
CCOC(=O)c1ccc(-c2ccc(/C=C(\C#N)C(=O)Nc3c(C)cccc3Cl)o2)cc1
  -1%, 6%, -12%, -7%, 0%, -4%, ?
Cc1cccc(-n2c(SCC(=O)Nc3ccccc3C)nc3c(oc4ccccc43)c2=O)c1
  1%, ?, -6%, 5%, 6%, 23%, -7%

Screens deposited in PubChem BioAssay by National Center for Advancing Translational Sciences (NCATS).

Only part of the results is shown; the hit share may differ from the screen's.
